CHO-K1 Ca PAM = M1 PAM counterscreen hit in parental CHO-K1 cells | 0.02% of 360,000 active | AID 602247 | ATP EC20, Fluo-8 calcium fluorescence; 0% at ATP EC20, 100% at ATP max | activation, % at 3 µM;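 active = activation above the run cutoff, the mean activation of all test compounds plus 3 SD, cut at about 40% in these data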;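 also: peak over basal fluorescence ratio in a 140 s read after ATP addition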
CHO parental Ca = counter-screen for OX1R antagonists: effect in parental CHO cells. parental CHO-K1, ATP-induced calcium, Fluo-8 fluorescence. 0.63% of 330,000 active. AID 463079. inhibition, % at 5.6 µM;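 active = inhibition above that plate's mean sample inhibition plus 3 SD, cut at about 26% in these data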;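 also: 0% = ATP-challenged DMSO wells and 100% = DMSO wells without ATP; some compounds past the cut are filed as inactive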
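Test system: parental CHO cells; detection: calcium-sensitive Fluo-8 fluorescence; evaluation: percent inhibition of calcium signal; also added: ATP as calcium-mobilizing challenge; repeats: one well per compound; control set: ATP-challenged DMSO wells low, unchallenged DMSO wells high; compound: single nominal dose of 5.6 µM per compound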
CHO-K1 Ca antag = M1 antagonist counterscreen hit in parental CHO-K1 cells; ATP-induced calcium, Fluo-8 fluorescence; inhibition, % at 3 µM; 0.6% of 360,000 active; AID 602250;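 active = inhibition above a per-plate cutoff, the plate's mean sample inhibition plus 3 SD, cut at about 24% in these data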;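 also: 0% = DMSO plus EC80 ATP and 100% = DMSO alone without ATP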
CHRM1 agonist = activates human CHRM1 receptor | 0.33% of 360,000 active | CHO-K1 hM1, Fluo-8 calcium fluorescence, agonist mode; 0% DMSO, 100% acetylcholine EC100 | activation, % at 3 µM;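 active = activation above the run's mean compound activation plus 3 SD, cut at about 16% in these data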;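 also: peak over basal fluorescence ratio within a 140 s kinetic read after compound addition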
Target sequence (P11229 whole entry, looked up): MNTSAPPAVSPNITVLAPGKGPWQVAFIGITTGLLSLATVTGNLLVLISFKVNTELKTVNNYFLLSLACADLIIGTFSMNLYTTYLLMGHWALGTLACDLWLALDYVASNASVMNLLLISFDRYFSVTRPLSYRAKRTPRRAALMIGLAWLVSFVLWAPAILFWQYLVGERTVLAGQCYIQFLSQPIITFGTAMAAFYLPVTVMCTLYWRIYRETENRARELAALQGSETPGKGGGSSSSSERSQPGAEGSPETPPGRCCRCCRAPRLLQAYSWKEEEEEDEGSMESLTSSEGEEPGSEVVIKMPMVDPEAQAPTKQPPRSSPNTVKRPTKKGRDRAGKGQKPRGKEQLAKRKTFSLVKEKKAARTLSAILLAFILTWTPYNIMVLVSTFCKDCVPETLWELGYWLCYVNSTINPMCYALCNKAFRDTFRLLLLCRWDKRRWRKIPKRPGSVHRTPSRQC
TAAR1 ag = agonists of human TAAR1; 0.99% of 360,000 active; Q96RJ0; AID 624467; CHO RD-HGA16 TAAR1, Fluo-8 calcium fluorescence; vehicle wells 0%, saturating PEA agonist 100%; activation, % at 3 µM;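 active = activation above the mean activation of all test compounds in the run plus 3 SD, cut at about 38% in these data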
Target sequence (Q96RJ0 whole entry, looked up): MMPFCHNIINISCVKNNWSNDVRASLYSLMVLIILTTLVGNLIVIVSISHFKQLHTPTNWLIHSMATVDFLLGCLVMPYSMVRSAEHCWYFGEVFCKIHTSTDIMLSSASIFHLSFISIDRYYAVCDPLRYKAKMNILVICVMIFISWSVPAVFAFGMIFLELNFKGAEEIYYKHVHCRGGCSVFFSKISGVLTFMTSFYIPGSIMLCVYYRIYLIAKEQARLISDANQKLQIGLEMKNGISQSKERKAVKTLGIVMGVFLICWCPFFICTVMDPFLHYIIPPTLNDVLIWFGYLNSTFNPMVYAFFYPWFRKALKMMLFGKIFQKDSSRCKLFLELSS
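Test system: RD-HGA16 (CHO) cells co-expressing Gα16 and hTAAR1 | Doses: Single dose, 3 µM | Schedule: 17-24 h seeding, 75 min 37 °C dye, 30 min RT | Evaluation: % activation from peak over basal fluorescence ratio, DMSO-to-PEA scaled | Technique: Kinetic Fluo-8 calcium fluorescence | Benchmarks: Low control DMSO, high control PEA (EC100)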
TAAR1 antagonist = human TAAR1 antagonism. CHO RD-HGA16 TAAR1, Fluo-8 calcium fluorescence, antagonist. AID 624466. inhibition, % at 3 µM. 1.5% of 360,000 active;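 active = inhibition above a per-plate cutoff, the mean inhibition of test compounds on that plate plus 3 SD, cut at about 49% in these data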;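 also: 0% = DMSO plus EC80 beta-PEA response and 100% = DMSO alone without agonist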
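Test system: CHO RD-HGA16 cells bearing hTAAR1 | Reagent: β-PEA, EC80 | Compound dosing: 3 µM, single point | Schedule: Dye loading 75 min at 37 °C, then 30 min room temperature | Signal: Calcium fluorescence with Fluo-8 | Evaluation: Percent inhibition of PEA-evoked calcium signal, max/basal emission ratio | Control set: DMSO-only wells and EC80 β-PEA-stimulated wells | Repeats: Singlicate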
CHRM1 antagonist = blocks human M1 muscarinic receptor; P11229; CHO-K1 hM1, Fluo-8 calcium fluorescence, ACh EC80 antagonist; inhibition, % at 3 µM; 1.3% of 360,000 active; AID 588852;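 active = percent inhibition above its own plate's cutoff, namely the mean of that plate's compound wells plus 3 SD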;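 also: peak over basal fluorescence ratio during 140 s after agonist addition; 0% = ACh EC80 plus DMSO and 100% = DMSO alone without agonist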
M1 PAM = human CHRM1 positive allosteric modulation; 0.088% of 360,000 active; activation, % at 3 µM; CHO-K1 hM1, Fluo-8 calcium fluorescence, ACh EC20; 0% = ACh EC20, 100% = maximal ACh; P11229; in the data active = activation above about 19%, passing the limit was not always enough
M1 ag parental = nonselective activator or artifact in parental CHO-K1 cells; Fluo-8 calcium fluorescence; scaled to maximal ATP response, vehicle zero; activation, % at 3 µM; 0.48% of 360,000 active; AID 602248; in the data active = activation above about 15%;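 also: untransfected CHO-K1 host cells lacking M1 receptor as counterscreen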
Starred values were filed as active, the others as inactive; . = not tested or not shown.

SMILES | CHO-K1 Ca PAM | CHO parental Ca | CHO-K1 Ca antag | CHRM1 agonist | TAAR1 ag | TAAR1 antagonist | CHRM1 antagonist | M1 PAM | M1 ag parental
Cc1csc(SCC(=O)Nc2cccc(S(=O)(=O)N3CCCC3)c2)n1 | 14 | -23 | 1 | -1 | 3 | 3 | -21 | 3 | 3.3
CCOC(=O)c1c(S(=O)(=O)NCC(=O)Nc2ccccc2)c(C)n(C)c1C | 4 | 3 | -10 | -3 | 0 | -24 | -8 | 12 | 0.5
CN(CC(=O)Nc1ccc(F)c(F)c1F)C(=O)c1ccc(=O)[nH]c1 | 7 | 10 | -10 | -2 | 1 | 1 | -9 | 6 | 0.8
CN(CC(=O)Nc1cccc(Cl)c1)S(=O)(=O)c1ccc2[nH]c(=O)oc2c1 | 10 | 0 | -7 | -1 | 0 | 0 | 0 | -1 | 5.7
Cn1cnnc1SCC(=O)Nc1ccc(N2CCCCC2)cc1 | 15 | -10 | -23 | -7 | 2 | -12 | -4 | 9 | 0.3
Cc1ccc(Sc2ccc(/C=C3/C(=O)NN(c4ccccc4)C3=O)o2)cc1 | 1 | -2 | -2 | -2 | 1 | -24 | -17 | 11 | -0.2
COc1ccc(-n2ccnc2SCC(=O)NCc2ccc3c(c2)OCO3)cc1 | 11 | -8 | -14 | -4 | 1 | -9 | -6 | 1 | 1.1
COC(=O)c1cccc(NC(=S)NC(C)C)c1 | 5 | -3 | -13 | -3 | 2 | -10 | -9 | 7 | 0.7
COc1ccc(NC(=O)c2ccc(-n3cccn3)nc2)cc1 | -3 | -15 | -1 | -4 | 5 | 3 | 8 | -4 | -0.1
COC(=O)c1cccc(-n2c(=O)n(Cc3ccccc3)c(=O)c3[nH]cnc32)c1C | 3 | -8 | -1 | 0 | 9 | 1 | -20 | 19 | 0.1
CSc1ccc(C(=O)C2CCCN(C(=O)c3nonc3C)C2)cc1 (stereo not drawn) | -19 | -13 | 13 | -3 | -1 | -6 | -1 | 1 | 1.1
COc1ccc(NC(=O)Cn2nnc(C(=O)NCc3ccc4c(c3)OCO4)c2N)cc1 | -9 | 9 | 22 | -5 | 7 | -16 | 8 | -2 | 0.5
O=C(CNC(=O)c1ccc(Br)o1)NCC1COc2ccccc2O1 (stereo not drawn) | 5 | -3 | -10 | -4 | 14 | -25 | -8 | 10 | 0.2
CCOCCCn1c(SCC(=O)Nc2ccc(NC(C)=O)cc2)nc2ccccc2c1=O | 12 | . | -2 | -2 | 2 | -9 | -18 | 2 | -0.1
CCCc1nn(CCc2ccccn2)c(N)c1CC | 4 | -15 | -3 | -4 | 5 | 8 | 4 | 2 | 0.1
CCCCC(CC)CNC(=O)C1CC=CCC1C(=O)O (stereo not drawn) | 18 | -2 | -7 | -7 | 37* | 4 | -4 | -2 | 0.2
CCc1nc2c(OCC(N)=O)cccn2c1N(C)C(=O)C(C)C | 4 | . | -7 | -6 | 3 | -14 | -23 | 10 | 0.7
CCOc1ccc(-n2nc3c(SCCN4CCCC4)nnc(C)c3c2C)cc1 | 9 | -8 | 2 | -11 | -2 | -6 | 23 | -20 | -1.5
CC1CC(C)CN(c2ccc(S(=O)(=O)N3CCOCC3)cc2)C1 (stereo not drawn) | -5 | -2 | 1 | -5 | 0 | -3 | 7 | -2 | -0.2
CCOC(=O)C(=NC(C)C)NNc1cc(Cl)ccc1Cl | 6 | -27 | 7 | -6 | 4 | -23 | 8 | -7 | 0.1
CC(C)NC(=O)Cn1cc(C(=O)C2CC2)c2ccccc21 | -1 | 5 | -2 | -4 | 4 | -4 | -9 | 5 | 0.6
O=C(COc1ccc(Cl)cc1Cl)N1CCN(C(=O)c2ccco2)CC1 | -18 | -7 | -13 | -2 | 0 | 4 | 11 | -3 | 1.4
COc1cccc(C(=O)NNS(=O)(=O)c2ccccc2)c1 | 9 | . | -1 | -4 | 0 | 6 | -6 | 1 | 0.3
O=C(Nc1ccccn1)c1cccs1 | 20 | -5 | -17 | 0 | 7 | 4 | -32 | 7 | 0.0
Cc1ccc(OCC(=O)Nc2cccc(-c3nnc(-c4ccccc4)o3)c2)cc1 | 10 | -3 | -39 | -1 | 15 | 69* | -1 | -1 | 0.4
O=C1C(=Cc2cn(-c3ccccc3)nc2-c2ccc(OCc3ccccc3F)cc2)SC(=S)N1CCS(=O)(=O)O | -7 | . | 12 | 0 | 5 | -11 | -8 | 4 | 0.0
O=C(CCl)N=c1sccn1Cc1cccc2ccccc12 | 13 | . | -16 | -2 | 16 | 15 | -6 | 10 | 2.3
Cc1ccc(CNS(=O)(=O)c2ccc3c(c2)C(C)(C)C(=O)N3C)cc1 | 12 | 5 | 12 | -7 | 0 | -13 | -6 | -3 | 5.2
O=C(Nc1ccc(Br)cc1)c1ccc(N2C(=O)C3CC=CCC3C2=O)cc1 (stereo not drawn) | 7 | -3 | -7 | -3 | 3 | -2 | -10 | 7 | 1.0
CC(=O)c1cccc(NC(=O)CCc2nnc3ccc(NCc4ccco4)nn23)c1 | 5 | -11 | 0 | -3 | 0 | -4 | -2 | 3 | 6.0
CC(NC(=O)CCSc1nc(-c2ccco2)cc(C(F)(F)F)n1)c1ccccc1 (stereo not drawn) | -3 | -9 | 6 | -4 | 7 | 13 | -5 | 9 | 0.3
Cc1ccc(S(=O)(=O)NC(Cc2ccccc2)C(=O)O)cc1 (stereo not drawn) | 0 | -4 | 11 | -8 | 3 | 2 | -1 | 9 | -0.3
COC(=O)CCC(C)N1CCC(Oc2ccc(C(=O)NCc3ccccn3)cc2)CC1 (stereo not drawn) | -2 | . | -7 | -3 | 0 | -5 | 1 | 3 | 0.5
Cc1cc(N/N=C/c2ccccc2O)nc(N2CCOCC2)n1 | 3 | 13 | -8 | -5 | 43* | 42 | -5 | -2 | 2.2
O=C(NCc1ccco1)c1ccc([N+](=O)[O-])cc1Cl | 0 | 16 | -2 | -2 | 1 | -3 | -4 | 4 | 0.2
O=C(NCc1ccccc1)C1=C[C@H](c2ccc3c(c2)OCO3)C[C@H](OCc2ccc(CO)cc2)O1 | 8 | -12 | -13 | -3 | 10 | 59* | 1 | -4 | 1.0
Cc1ccc(C)c(C(=O)CN2C3=NCCCN3c3ccccc32)c1 | 23 | -9 | -25 | -10 | 0 | -1 | -8 | 3 | 1.8
CCCn1ncc2c(Nc3ccc(C)c(C)c3)ncnc21 | 18 | -17 | -26 | -6 | -6 | 2 | -3 | 4 | 0.3
COc1cc([C@H]2c3[nH]c4ccccc4c3C[C@H]3C(=O)N4[C@@H](c5cc(OC)c(OC)c(OC)c5)c5[nH]c6ccccc6c5C[C@H]4C(=O)N23)cc(OC)c1OC | 24 | -4 | -22 | -1 | . | . | -11 | 6 | 1.1
Cn1c(C(=O)O)ccc1S(=O)(=O)N(Cc1ccccc1)Cc1ccccc1 | 9 | -13 | -5 | -3 | 0 | 5 | 2 | -3 | 4.6
COc1ccc(N2CCN(C(=O)COC(=O)c3oc4ccccc4c3C)CC2)cc1 | 11 | -21 | 12 | -1 | 26 | 51* | 7 | -4 | 11
O=C(Nc1ccccc1C(=O)N1CCOCC1)c1cc2ccccc2o1 | 13 | -11 | 0 | -3 | 5 | 16 | -1 | -4 | 2.5
O=c1nc(-c2ccccc2)c2cc(SC(F)F)ccc2[nH]1 | 7 | -16 | 0 | -2 | 3 | 8 | -3 | 28* | 0.9
Cc1cc(C)c(C#N)c(SCC(=O)c2cc(C)n(CCc3ccccc3)c2C)n1 | 22 | 46* | -12 | -4 | 91* | 52* | 8 | -3 | 1.5
CCN(C(=S)Nc1cccc(C)c1)c1ccccc1 | 22 | 3 | -4 | -8 | -1 | 18 | -4 | 15 | 1.6

A section of the results above, for reference:
SMILES | CHO-K1 Ca PAM | CHO parental Ca | CHO-K1 Ca antag | CHRM1 agonist | TAAR1 ag | TAAR1 antagonist | CHRM1 antagonist | M1 PAM | M1 ag parental
COc1ccc(N2CCN(C(=O)COC(=O)c3oc4ccccc4c3C)CC2)cc1 | 11 | -21 | 12 | -1 | 26 | 51* | 7 | -4 | 11
O=C(Nc1ccccc1C(=O)N1CCOCC1)c1cc2ccccc2o1 | 13 | -11 | 0 | -3 | 5 | 16 | -1 | -4 | 2.5
O=c1nc(-c2ccccc2)c2cc(SC(F)F)ccc2[nH]1 | 7 | -16 | 0 | -2 | 3 | 8 | -3 | 28* | 0.9
Cc1cc(C)c(C#N)c(SCC(=O)c2cc(C)n(CCc3ccccc3)c2C)n1 | 22 | 46* | -12 | -4 | 91* | 52* | 8 | -3 | 1.5
CCN(C(=S)Nc1cccc(C)c1)c1ccccc1 | 22 | 3 | -4 | -8 | -1 | 18 | -4 | 15 | 1.6

Continued.
SMILES | CHO-K1 Ca PAM | CHO parental Ca | CHO-K1 Ca antag | CHRM1 agonist | TAAR1 ag | TAAR1 antagonist | CHRM1 antagonist | M1 PAM | M1 ag parental
CCN(CC)S(=O)(=O)c1ccc(NC(=O)C2COc3ccccc3O2)cc1 (stereo not drawn) | 1 | 17 | 7 | -2 | 14 | 11 | -13 | 7 | 2.1
CC(C)CCN1CCN(Cc2ccsc2)CC1CCO (stereo not drawn) | 6 | -13 | -17 | -3 | 2 | 8 | -12 | 7 | 0.3
CCCN1C(=O)CSC1=Nc1ccccc1 | 12 | -10 | 4 | -8 | 2 | 19 | -4 | 8 | 0.0
COc1cc(C(=O)NNC(=S)NC(=O)c2ccc3c(c2)OCO3)cc(OC)c1OC | -17 | -13 | 5 | 8 | 44* | -30 | -4 | 1 | 6.8
CS/C(=N\S(=O)(=O)c1ccc(Cl)cc1)c1ccccc1 | 1 | -3 | -11 | -3 | 14 | 16 | -5 | -1 | 0.3
COc1ccc(NC(=O)CSc2ccc(NC(C)=O)cc2)cc1S(=O)(=O)N1CCOCC1 | -3 | -7 | -3 | -3 | 0 | -10 | 0 | 0 | -0.1
COc1ccc(CC(N)c2csc(NC(=O)CCc3ccccc3)n2)cc1 (stereo not drawn) | 10 | . | 5 | 9 | 62* | 59* | 5 | -5 | 13
COc1ccc(OC)c(C2C(C(=O)O)c3ccccc3C(=O)N2C)c1 (stereo not drawn) | 13 | 6 | -11 | -4 | 1 | -6 | -9 | 9 | 0.3
O=C(/C=C/c1ccc([N+](=O)[O-])s1)N1CCCC1 | 26 | -15 | -16 | -4 | 4 | -1 | 1 | 9 | 0.9
O=C(Cc1ccc([N+](=O)[O-])cc1)N1N=C2CCCCC2C1(O)C(F)(F)F (stereo not drawn) | 7 | 14 | -5 | -8 | 3 | -14 | 0 | -1 | 1.8
N#Cc1cccc(NC(=O)CC2CCCC2)c1 | 13 | -2 | -14 | -4 | 1 | -8 | -5 | 1 | 1.1

Screening data (PubChem BioAssay)
